Assay outcomes: PubChem, Sanford-Burnham Center for Chemical Genomics
NOD1 NF-kB reporter – NOD1 signaling inhibitors, primary screen, cell-based, luminescence, uHTS (AID 1578); NOD1-driven NF-kB luciferase reporter cells, luminescence; higher % means a stronger effect; inhibition, % at 4 µM, or EC50 in µM where a hit was titrated; hit rate 1% among 290,000; in the data active = inhibition mostly above about 36%, no sharp cut-off; inactive = mostly below about 34%;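 also: HEK-293T reporter cells stimulated with the NOD1 agonist gamma-tri-DAP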
KOR beta-arrestin-1 – KOR antagonists, beta-arrestin recruitment, cell-based, luminescence, uHTS (AID 1778). inhibition, % at 10 µM, or IC50 in µM where a hit was titrated. KOR beta-arrestin recruitment, luminescence, antagonist mode; higher % means a stronger effect. hit rate 0.091% among 290,000. Kappa-type opioid receptor (Homo sapiens); in the data active = inhibition above about 50%; also: strong numbers were not always called active
Siah-1 displacement – Siah-1 peptide-binding antagonists, primary screen, biochemical, fluorescence polarization, rhodamine-plectin, uHTS (AID 1817) | hit rate 0.02% among 290,000 | E3 ubiquitin-protein ligase SIAH1 (Homo sapiens) | Siah-1 / rhodamine-plectin peptide fluorescence polarization; higher % means a stronger effect | displacement, % at 20 µM, or IC50 in µM where a hit was titrated;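 active = displacement of at least 50% at 20 µM, with a fluorescence ratio check between 0.3 and a set limit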;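 also: plate controls were Siah plus tracer with DMSO for no effect and tracer alone without Siah for full effect; strong numbers were not always called active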
GPR55 activation – GPR55 agonists via beta-arrestin recruitment, primary screen, imaging, U2OS cells, beta-arrestin-GFP redistribution (AID 1961); G-protein coupled receptor 55 (Homo sapiens); U2OS GPR55 beta-arrestin-GFP redistribution imaging; higher % means a stronger effect; activation, % at 10 µM, or EC50 in µM where a hit was titrated; hit rate 0.048% among 290,000;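 active = activation above 40% with more than 50 cells counted in the well; inconclusive = wells holding fewer than 50 cells, flagged as toxic or sparse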;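 also: U2OS osteosarcoma cells stably expressing GPR55 and beta-arrestin-GFP; plate controls were DMSO negative control for no effect and LPI positive control for full effect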
KOR beta-arrestin-2 – KOR agonists, beta-arrestin recruitment, primary screen, cell-based, luminescence, uHTS (AID 1777); KOR beta-arrestin recruitment, luminescence; higher % means a stronger effect; one-dose activation, % at 10 µM; EC50 in µM for titrated hits; hit rate 0.02% among 280,000; in the data active = activation above about 50%, passing the limit was not always enough; also: a part of the inactive calls stands beside numbers as strong as those of hits
GPR35 antagonists – GPR35 antagonists blocking zaprinast-driven arrestin recruitment, primary screen, imaging, U2OS, beta-arrestin-GFP, zaprinast agonist (AID 2058); U2OS GPR35 beta-arrestin-GFP translocation imaging, zaprinast antagonism; higher % means a stronger effect; one-dose inhibition, % at 10 µM; IC50 in µM for titrated hits; hit rate 0.052% among 290,000;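 active = inhibition of at least 50% with at least 30 cells and total cytoplasm GFP at most 10,000,000; inconclusive = under 30 cells or total GFP of 10,000,000 plus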
HIV fusion peptide – inhibitors of HIV fusion peptide binding, primary screen, biochemical, uHTS, fluorescence dequenching (AID 1986) | cell-free peptide binding, fluorescence dequenching, 30 min; higher % means a stronger effect | one-dose inhibition, % at 20 µM; IC50 in µM for titrated hits | hit rate 0.3% among 290,000; in the data active = inhibition mostly above about 52%, no sharp cut-off; inactive = mostly below about 76%; also: some results filed as inactive read as strong as hits
AID2073 – inhibitors of Mint1-CaV2.2 protein interaction, biochemical, HTRF (AID 2073); Voltage-dependent N-type calcium channel subunit alpha-1B (Homo sapiens); HTRF protein-protein interaction, Mint1-CaV2.2; higher % means a stronger effect; inhibition, % at 20 µM; hits with a dose series show IC50 in µM; hit rate 0.19% among 290,000; in the data active = inhibition mostly above about 51%, no sharp cut-off; inconclusive = no clear call, values can overlap the other calls; inactive = mostly below about 53%; also: some results filed as inactive read as strong as hits
GPR55 LPI antagonism – GPR55 antagonists blocking LPI-driven arrestin recruitment, primary screen, imaging, U2OS, beta-arrestin-GFP, LPI agonist (AID 2013). inhibition, % at 10 µM; hits with a dose series show IC50 in µM. hit rate 0.13% among 290,000. G-protein coupled receptor 55 (Homo sapiens). U2OS GPR55 beta-arrestin-GFP translocation imaging, LPI antagonism; higher % means a stronger effect;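 active = spots per cell inhibited over 60%, with over 100 cells counted and total cytoplasm intensity under 500,000; inconclusive = wells with under 100 cells, flagged as likely toxic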;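 also: U2OS cells stably carrying GPR55 and arrestin-GFP stimulated by 5 µM LPI near EC80; imaged beta-arrestin-GFP aggregate spots per cell after agonist stimulation; plate controls were LPI-stimulated DMSO wells for no effect and DMSO wells without LPI for full effect; some results filed as inactive read as strong as hits; confirmed hits need IC50 under 10 µM and bright autofluorescent wells are also inconclusive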
The depositor's hits bear a star; ? = inconclusive; nt = no result given; [ ] = another dose, or the depositor's remark.

SMILES	NOD1 NF-kB reporter	KOR beta-arrestin-1	Siah-1 displacement	GPR55 activation	KOR beta-arrestin-2	GPR35 antagonists	HIV fusion peptide	AID2073	GPR55 LPI antagonism
COc1ccccc1C(=O)OCc1nc(N)nc(Nc2ccccc2C)n1	-36%	28%	8%	0.3%	0.7%	6%	-3.1%	-2%	-14%
O=C1Nc2ccccc2S/C1=C/Nc1cccc(Cl)c1	-11%	-2%	4%	-0.1%	2.0%	11%	3.3%	12%	16%
COc1cc(-c2csc(NC3CCCCC3)n2)cc(OC)c1OC	-23%	-3%	-2%	-0.1%	-1.5%	-16%	-1.1%	-25%	7%
CCCCN(CCCNC(=O)Cn1nc(CC)n2c(cc3sc(C)cc32)c1=O)Cc1ccccc1	-2%	-7%	4%	-0.1%	3.1%	40%	0.8%	11%	2%
Cc1cc(Cl)ccc1OCCCC(=O)Nc1ccc(S(=O)(=O)Nc2ncccn2)cc1	-2%	0%	4%	0.2%	-5.6%	2%	10%	15%	9%
CCOc1ccc(OCC)c(NS(=O)(=O)c2ccc3c(c2)CCN3C(=O)C2CCC2)c1	17%	5%	0%	-0.1%	-1.7%	21%	14%	3%	9%
O=C1CC(N2CCSCC2)C(=O)N1c1ccccc1 (configuration not stated)	-15%	-15%[20 µM]	6%	0.3%	-9.8%	9%	-1.4%	4%	4%
O=C(Cn1cnc2c(oc3ccccc32)c1=O)N1CCCc2ccccc21	3%	30%	-5%	-0.2%	2.1%	-8%	1.0%	9%	3%
CCC(=O)OCCNc1cc(Sc2nccn2C)c2nonc2c1[N+](=O)[O-]	7%	4µM*	7%	0.1%	-5.0%	-17%	1.8%	-79%	27%
CCOc1ccc(NC(=O)CSc2nnc(Cc3cccn3C)n2-c2ccc(OC)cc2)cc1	1%	19%	0%	0.2%	5.6%	-8%	1.9%	9%	2%
CCOP(=O)(OCC)C(C)(C)NC(=O)Nc1ccc(Cl)c(Cl)c1	2%	8%	6%	-0.2%	2.3%	4%	1.2%	-4%	-2%
CCCN1CCN(C(=O)CCCNC(=O)Cn2cnc3sc(C)c(C)c3c2=O)CC1	-15%	-6%	6%	-0.2%	5.7%	-1%	-2.0%	2%	-8%
Cc1ccc(C(=O)N2CCN(Cc3ccc4c(c3)OCO4)CC2)cc1C	-11%	-40%[20 µM]	-1%	0.5%	-3.2%	-4%	-0.7%	5%	4%
O=C(Nc1cc(S(=O)(=O)N2CCCCC2)ccc1N1CCOCC1)c1cc(=O)[nH]c2ccccc12	-1%	11%	-4%	-0.1%	nt	13%	-1.5%	15%	4%
Nc1c(C(=O)c2cccs2)oc2ccccc12	-51%	-1%	-2%	-1.0%	nt	12%	0.2%	-2%	-8%
Cn1c(-c2ccccc2)cnc1SCC(=O)NCc1ccco1	-22%	23%	2%	0.0%	2.4%	7%	1.6%	2%	0%
COc1cccc(C2=NN(C(=O)c3cccs3)C(O)(C(F)(F)F)C2)c1 (configuration not stated)	-7%	-11%	4%	0.1%	-1.8%	-16%	-2.4%	5%	4%
NC(=O)C1CCN(C(=O)CNC(=O)c2ccccc2)CC1	-33%	-9%	2%	-0.6%	-5.5%	-18%	0.8%	0%	7%
CCCOC(=O)C1=C(C)OC23OC(N)=C(C#N)C12C(=O)c1ccccc13 (configuration not stated)	18%	-18%	-8%	0.4%	6.5%	18%	-0.2%	3%	10%
Clc1ccc(/C=C/c2ncc3ccccn23)cc1	-72%	-54%[20 µM]	-1%	0.2%	nt	-4%	6.4%	?	-2%
O=C(COC(=O)c1cccc(S(=O)(=O)N2CCOCC2)c1)NCCc1ccccc1	-22%	11%	4%	0.0%	-5.0%	-5%	1.2%	-7%	15%
COc1cc(C(=O)NCCSc2ccc(Br)cc2)cc(OC)c1OC	8%	18%	10%	-0.3%	-6.9%	4%	1.7%	7%	12%
COc1cc(/C=N/NC(=O)c2ccncc2)ccc1Oc1ccc([N+](=O)[O-])cn1	-29%	-2%	0%	-0.3%	-3.2%	0%	2.3%	-4%	13%
CCN(C(=O)CSc1cc(-c2ccccc2)c2ccc(OC)cc2n1)C1CCS(=O)(=O)C1 (configuration not stated)	-26%	-18%	1%	1.3%	2.1%	-9%	-0.4%	15%	31%
COc1ccc(N(C(C)C(=O)N(C)Cc2ccccc2)S(C)(=O)=O)cc1 (configuration not stated)	-20%	-3%	2%	-0.1%	-1.3%	0%	-1.4%	11%	6%
(list continues)
SMILES	NOD1 NF-kB reporter	KOR beta-arrestin-1	Siah-1 displacement	GPR55 activation	KOR beta-arrestin-2	GPR35 antagonists	HIV fusion peptide	AID2073	GPR55 LPI antagonism
N#CC1=C(N)NC(SCc2ccc(Br)cc2)=C(C#N)C12CCCCC2	-42%	-40%	7%	0.9%	2.7%	0%	-1.6%	-7%	16%
c1ccc2c(c1)nnn1c3ccccc3nc21	10%	1%	0%	-0.3%	1.2%	1%	-0.3%	0%	-3%
CCCC(=O)c1cc2c(cc1NC(=O)c1ccccc1F)OCCO2	-24%	-39%	-4%	-0.5%	8.9%	1%	-0.5%	?	1%
CC1=C(C(N)=O)C(c2ccncc2)n2nc(-c3ccccc3Cl)nc2N1 (configuration not stated)	6%	-10%	0%	-0.1%	-2.8%	-7%	1.9%	4%	-2%
Cc1ccnc(NC(=O)CCC(=O)N(CC(=O)NC(C)(C)C)c2ccc3c(c2)OCO3)c1	-33%	-11%	-2%	-0.1%	-1.6%	1%	-2.7%	-4%	4%
O=C(CNC(=O)c1ccc(-c2ccccc2)cc1)OCc1c(F)cccc1Cl	26%	-23%	2%	0.1%	0.6%	4%	-3.7%	3%	11%
Cc1noc(C)c1CSc1ncnc2sc(C)c(C)c12	-29%	-19%	5%	-0.3%	-0.8%	-13%	0.8%	0%	-13%
CCn1cc(CN2CCCC(CNS(=O)(=O)c3cccc4cccnc34)C2)cn1 (configuration not stated)	-42%	-8%	-2%	0.3%	6.1%	0%	1.9%	2%	9%
Cc1ccccc1Nc1nnc(SCc2nc3ccccc3c(=O)[nH]2)s1	-31%	5%[20 µM]	-2%	0.2%	1.4%	-9%	1.0%	15%	3%
Cc1ccc(-n2ncc3c2CC(C)(C)CC3NC(=O)c2ccc[n+]([O-])c2)cc1 (configuration not stated)	-4%	-5%	5%	0.3%	5.2%	0%	0.5%	5%	-10%
O=C1CCC(=O)N1c1ccc(S(=O)(=O)Nc2cccc([N+](=O)[O-])c2)cc1	-30%	-21%	-6%	0.0%	-1.7%	-9%	-0.2%	?	4%
CC(=O)Nc1ncc(Cc2cccc(Cl)c2)s1	5%	-12%[20 µM]	3%	-0.1%	nt	6%	-0.4%	-4%	14%
COc1ccc(N(CC(=O)Nc2cccnc2)S(C)(=O)=O)cc1	-18%	5%[20 µM]	6%	0.0%	0.0%	2%	-0.8%	1%	4%
CCOC(=O)CSC1=N/C(=C\c2ccc(OC)c(OC)c2)C(=O)N1C	-30%	15%	2%	0.0%	0.8%	-14%	-1.9%	-16%	-23%
Cc1sc2nc(SCC(=O)NCCO)n(C)c(=O)c2c1C	-5%	24%	3%	0.0%	-0.8%	-4%	0.8%	10%	9%
CCN1CCN(c2ncc(C(=O)Nc3cc(Cl)c(OC)cc3OC)c3ccccc23)CC1	-15%	-1%	3%	0.1%	-0.7%	14%	3.5%	9%	6%
COc1ccc(CCC(=O)N2CCCSC2=Nc2ccc(C(C)=O)cc2)cc1	27%	-38%	-3%	-0.2%	6.0%	2%	-2.6%	4%	2%
O=C(NCCN1CCOCC1)c1c[nH]c2ccc(S(=O)(=O)N3CCOCC3)cc2c1=O	-14%	20%	9%	-0.1%	-0.9%	3%	1.5%	-2%	15%
CC(Sc1nc2ccccc2s1)C(=O)NCc1ccc2c(c1)OCO2 (configuration not stated)	-26%	12%	3%	-0.2%	1.0%	-12%	3.6%	-6%	-5%
O=C(O)CCCC(=O)Nc1nc2n(n1)C(c1ccc(F)cc1)CC(c1ccc(Cl)cc1)N2 (configuration not stated)	-14%	-19%	-3%	0.0%	-3.0%	-7%	1.9%	5%	-7%
COCCn1c(-c2ccc(OC)cc2)cnc1SCC(=O)Nc1ccc(OC)cc1OC	-8%	-12%	-4%	-0.1%	3.6%	11%	-0.9%	0%	4%
O=S(=O)(c1ccc(NC(=S)NCc2ccco2)cc1)N1CCCC1	-24%	16%	2%	0.0%	0.7%	-7%	5.9%	1%	2%
CCCN1CCN(CCCNC(=O)C(CC)n2nc(C)n3c(cc4occc43)c2=O)CC1 (configuration not stated)	-15%	25%	1%	-0.1%	3.4%	3%	-0.6%	8%	15%
C=CCOc1cccc(C2C(C(=O)c3ccc(C)o3)=C(O)C(=O)N2CCN(C)C)c1 (configuration not stated)	-17%	18%	2%	-0.1%	0.7%	-18%	0.7%	1%	1%
Cc1nc(N2CCC3(CC2)OCCO3)c2nnn(Cc3ccccc3F)c2n1	-14%	12%	0%	0.5%	3.8%	-2%	-1.3%	0%	16%
Other entries.
SMILES	NOD1 NF-kB reporter	KOR beta-arrestin-1	Siah-1 displacement	GPR55 activation	KOR beta-arrestin-2	GPR35 antagonists	HIV fusion peptide	AID2073	GPR55 LPI antagonism
Cc1cccc(C(=O)NC(C)C(c2cccs2)N2CCOCC2)c1 (configuration not stated)	-2%	-48%	-6%	-0.1%	nt	0%	-0.2%	1%	5%
O=c1[nH]cc(N=Cc2cc([N+](=O)[O-])ccc2O)c(=O)[nH]1	13%	-12%	2%	-0.1%	-0.1%	-12%	1.0%	2%	7%
O=[N+]([O-])c1ccc(Nc2ccc3ccccc3c2)nc1	-39%	13%	0%	0.0%	0.1%	12%	-4.1%	3%	2%
COc1ccc(S(=O)(=O)NCCSCc2cccc(C)c2)cc1Br	nt	30%	-1%	-0.1%	0.6%	2%	-1.6%	3%	26%
FC(F)(F)c1ccc(Cl)c(-n2c(-c3cc(-c4ccco4)[nH]n3)n[nH]c2=S)c1	-3%	2%	7%	-0.1%	1.8%	0%	31%	-11%	-1%
COC(=O)CN1C(=S)N(Cc2ccccc2)C(=O)C1CC(=O)Nc1ccc(OC)cc1 (configuration not stated)	5%	-2%	-7%	-0.3%	6.5%	13%	17%	-8%	6%
CC(NC(=O)CN(c1cccc(C(F)(F)F)c1)S(=O)(=O)c1ccc(Cl)c([N+](=O)[O-])c1)c1ccccc1 (configuration not stated)	-35%	48%	0%	-0.2%	4.3%	10%	4.2%	2%	8%
Cc1cccc(C)c1NC(=O)COC(=O)c1cc(-c2cccnc2)nc2ccccc12	-24%	16%	5%	-0.1%	-1.8%	2%	5.9%	22%	-4%

A portion of the library; count on the stated rates, not on these rows.
